High-throughput results as filed in PubChem BioAssay.
Ecoli WT growth: blocks growth of wild type E. coli BW25113; E. coli BW25113 growth inhibition, OD600; inhibition, % at 10 µM; AID 552; 0.05% of 20,000 active; in the data active = inhibition above about 40%;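 also: bacteria exposed to compound for 20 hours at 37 °C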
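assay system = bacterial strain in a whole-cell growth screen | quantity = inoculum from a 1:1000 dilution of a 1.5 h subculture | buffer or medium = LB broth with 50 µg/mL kanamycin | compound dosing = one dose, 10 µM final | schedule = compound exposure of 20 h at 37 °C | technique = absorbance at 615 nm as a measure of bacterial growth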
Numbers without * were called inactive. Only part of the results is shown. The share of hits here may be higher or lower than overall.

nr	Compound	Ecoli WT growth
1	CCN(CC)C(=O)CSc1nnc([C@@H](NC(=O)OC(C)(C)C)C(C)C)o1	-15
2	CC(=O)Nc1c(C(=O)N2CCOCC2)sc2nc3c(cc12)COC(C)(C)C3	-22
3	COc1ccc(OC)c(NC(=O)C2C3CC4OC(=O)C2C4C3)c1 (configuration not stated)	-9
4	Cc1csc(NC(=O)CSc2nnc(C)s2)n1	7
5	c1csc(-c2csc3ncnc(NCCCN4CCOCC4)c23)c1	-23
6	O=C(c1ccco1)N1CCN(S(=O)(=O)c2ccc(Oc3ccccc3)cc2)CC1	-4
7	NC(=O)C1CCCN(C(=O)c2ccc(Cl)cc2)C1 (configuration not stated)	-8
8	O=C(O)CCc1ccc(-c2ccccc2)o1	-3
9	O=C(NCc1ccncc1)c1c(F)c(F)c(F)c(F)c1F	-4
10	Cc1nc2ccc(NC(=O)NCc3ccco3)cc2s1	-2
11	O=C(CSc1nnc(CNC(=O)c2c(F)cccc2Cl)o1)c1ccccc1	9
12	CCOC(=O)CSc1nc2ccccc2n1CC(=O)N1CCN(c2ccccc2)CC1	9
13	O=C(CCn1c(=O)oc2ccccc21)NCCN1CCc2ccccc2C1	-4
14	CC1CCCCC1NC(=O)c1ccc(N2CCCC2=O)cc1 (configuration not stated)	9
15	CCOC(=O)CSc1nc2ccccc2c(=O)n1CC	-19

nr	Compound	Ecoli WT growth
16	CCOC(=O)c1ccc(NC(=O)Nc2ccn(C)n2)cc1	-4
17	CCOC(=O)c1sc2nc(N3CCOCC3)c3c(c2c1N)CCC3	-24
18	CC1CCc2nn(CC(=O)NCCCN3CCOCC3)cc2C1 (configuration not stated)	-1
19	COc1ccccc1N1CCN(C(=O)C(C)N(c2ccc(C)c(C)c2)S(C)(=O)=O)CC1 (configuration not stated)	-24
20	CCOC(=O)c1ccc2[nH]c3c(c2c1)CN(C)CC3	2
21	Cn1cc(CNC(=O)C2CCCCC2)cn1	-19
22	CCOC(=O)CC1C(=O)NC2CCCCC2N1C(=O)Nc1ccc(Cl)cc1 (configuration not stated)	-19
23	Cn1c(=O)c2c(nc(NCc3ccccc3)n2CCCc2ccccc2)n(C)c1=O	2
24	Cc1cc(C(=O)Nc2ccc(S(=O)(=O)Nc3onc(C)c3C)cc2)cs1	-8
25	CCOc1ccccc1-n1nnnc1SCC(=O)Nc1cc2oc3ccccc3c2cc1OC	10
26	COCCCN(C(C)=O)c1nc(-c2ccccc2)cs1	-1
27	Cc1cc(=O)oc2cc(OCC#N)ccc12	-3
28	CN1CCN(c2ccccc2NC(=O)c2ccc(Br)o2)CC1	-13
29	Cc1ccc(OCCCCn2ccnc2)c(Cl)c1	-7
30	Cc1cccc(-c2cc3nc4c(c(N5CCOCC5)n3n2)CCCC4)c1	2

nr	Compound	Ecoli WT growth
31	CCOC(=O)CC(=O)CSCC(=O)Nc1ccc(C)cc1	1
32	CCOC(=O)NC(=O)CSc1nnc(C)s1	-6
33	O=C(CSc1nnc(Cc2cccs2)n1Cc1ccco1)Nc1ccc(Br)cc1	-16
34	COC(=O)C1=C(CSc2nnnn2C)NC(=O)NC1c1cc(C)ccc1C (configuration not stated)	-11
35	CCOC(=O)c1ccc(NS(=O)(=O)c2cccc3nsnc23)cc1	8
36	CC(=O)Nc1nc(-c2ccccc2)nc(C)c1C(C)=O	-2
37	Cc1ccc(S(=O)(=O)NCC(=O)N(CC(=O)NC2CCCCC2)Cc2ccco2)cc1	-3
38	COCCCn1c(=NC(=O)c2ccc3c(c2)OCO3)c(C#N)cc2c(=O)n3cccc(C)c3nc21	-11
39	C=CCc1c(C)c(C#N)c2nc3ccccc3n2c1NCCN(C)C	-19
40	CC(=O)c1ccc(NC(=O)c2noc3c2CCCCC3)cc1	-5
41	CCOC(=O)c1c(N)sc(C(=O)N2CCOCC2)c1C	-5
42	CCn1c(C)c(C(C)=O)c(N2CCC(C(N)=O)CC2)nc1=S	-18
43	CCCc1cc(C(N)=O)c(NC(=O)C2CCCO2)s1 (configuration not stated)	-20
44	COc1ccc(OC)c(S(=O)(=O)N2c3cc(F)ccc3CCC2C)c1 (configuration not stated)	-25
45	Cc1ccc(C(C)C)c(Oc2nnnn2-c2ccccc2)c1	-16

Copied from the list.
CCOC(=O)c1ccc2[nH]c3c(c2c1)CN(C)CC3 in Ecoli WT growth: 2
Cc1ccc(S(=O)(=O)NCC(=O)N(CC(=O)NC2CCCCC2)Cc2ccco2)cc1 in Ecoli WT growth: -3
COc1ccc(OC)c(NC(=O)C2C3CC4OC(=O)C2C4C3)c1 (configuration not stated) in Ecoli WT growth: -9
O=C(CSc1nnc(CNC(=O)c2c(F)cccc2Cl)o1)c1ccccc1 in Ecoli WT growth: 9
O=C(c1ccco1)N1CCN(S(=O)(=O)c2ccc(Oc3ccccc3)cc2)CC1 in Ecoli WT growth: -4
O=C(NCc1ccncc1)c1c(F)c(F)c(F)c(F)c1F in Ecoli WT growth: -4
COCCCn1c(=NC(=O)c2ccc3c(c2)OCO3)c(C#N)cc2c(=O)n3cccc(C)c3nc21 in Ecoli WT growth: -11

(continued)
nr	Compound	Ecoli WT growth
46	CC(C)CCNC(=O)CCNS(=O)(=O)c1ccc(Cl)cc1	5
47	COc1ccc(C)cc1S(=O)(=O)Nc1cccc(SC)c1	8
48	COc1cccc(C2C(C(=O)c3cccs3)=C(O)C(=O)N2CCCn2ccnc2)c1OC (configuration not stated)	-3
49	CCOC(=O)Cc1csc(NC(=O)c2ccc3c(c2)OCO3)n1	-19
50	CC1CCN(S(=O)(=O)c2ccc(Br)s2)CC1	-6
51	CCOc1ccc2[nH]c(=O)c(CN(Cc3nnnn3CCc3ccccc3)CC3CCCO3)cc2c1 (configuration not stated)	8
52	CCCN(CCC)CCNC(=O)c1cc2c(=O)n(C)c3ccccc3c2n1C	-5
53	CC1CN(C(=O)Cn2cnc3c2c(=O)n(C)c(=O)n3C)CC(C)O1 (configuration not stated)	3
54	O=C(O)CCC(=O)N1CCN(c2nc3ccccc3s2)CC1	1
55	COc1ccc(OC)c(Nc2nc(-c3cccs3)cs2)c1	-5
56	CC(C)CN(CC(C)C)c1nc(N)c(C#N)c(CC#N)c1C#N	-6
57	CCC(C)c1ccc(O)c(N)c1 (configuration not stated)	-14
58	O=C(Oc1ccc2ccc(OC(=O)N3CCOCC3)cc2c1)N1CCOCC1	5
59	CCOC(=O)c1c(-c2ccc(OC)cc2)nc2nonc2c1N	-5
60	CN1CCCN(C(=O)c2cc(=O)[nH]c3ccccc23)c2nc3ccccc3nc21	9

Reformatted field by field: part of the list above.
(58) O=C(Oc1ccc2ccc(OC(=O)N3CCOCC3)cc2c1)N1CCOCC1
  Ecoli WT growth: 5

(56) CC(C)CN(CC(C)C)c1nc(N)c(C#N)c(CC#N)c1C#N
  Ecoli WT growth: -6

(57) CCC(C)c1ccc(O)c(N)c1 (configuration not stated)
  Ecoli WT growth: -14

More entries.
nr	Compound	Ecoli WT growth
61	CC(=O)c1ccc(NC(=O)N2CCN(c3cccc(Cl)c3)CC2)cc1	-14
62	CN(c1ccccc1C(N)=O)S(=O)(=O)c1ccccc1	0
63	COc1ccccc1C(=O)OCn1nnc2ccccc2c1=O	2
64	CCc1ccc2oc(-c3cc(N)cc(C)c3O)nc2c1	-17
65	CCCCC[C@H](O)/C=C/[C@@H]1[C@@H](CCCCCCC(=O)O)[C@@H](O)C[C@H]1O	-1
66	COCCNC(=O)C(c1cccc(OC)c1)N(Cc1cccs1)C(=O)Cn1nnc2ccccc21 (configuration not stated)	2
67	Cc1ccc2nc(-c3ccc(NC(=O)c4ccco4)cc3)[nH]c2c1	-29
68	Cc1nc(/N=C(\N)Nc2ccccc2)nc2ccccc12	1
69	Nc1c2c(nc3ccn(-c4ccccc4)c(=O)c13)CCCCC2	-21
70	O=C(CC(CC(=O)c1ccccc1)C(=O)O)c1ccccc1	4
71	CNC(=O)CN(c1cccc2ccccc12)S(C)(=O)=O	-16
72	CCOC(=O)N1CCN(c2nc(C(F)(F)F)nc3c(C)cc(C)cc23)CC1	-15
73	C[C@]12C[C@H](O)[C@H]3[C@@H](CCC4=CC(=O)CC[C@@]43C)[C@@H]1CC[C@@H]2C(=O)CO	0
74	CCOC(=O)c1cc(OC(=O)c2cccnc2)n(-c2ccccc2)n1	-19
75	Cc1occc1C(=O)Nc1ccccc1NC(=O)c1ccoc1C	-2

Grouped by structure: the entries above with an NH in an aromatic ring (four)
nr	Compound	Ecoli WT growth
20	CCOC(=O)c1ccc2[nH]c3c(c2c1)CN(C)CC3	2
51	CCOc1ccc2[nH]c(=O)c(CN(Cc3nnnn3CCc3ccccc3)CC3CCCO3)cc2c1 (configuration not stated)	8
60	CN1CCCN(C(=O)c2cc(=O)[nH]c3ccccc23)c2nc3ccccc3nc21	9
67	Cc1ccc2nc(-c3ccc(NC(=O)c4ccco4)cc3)[nH]c2c1	-29

Other compounds follow:
nr	Compound	Ecoli WT growth
76	Cc1csc2nc(CNC(=O)c3ccco3)cn12	3
77	c1cc(-c2nc3ccccc3o2)nc(-c2nc3ccccc3o2)c1	4
78	O=C(c1ccc(CSCc2ccccc2F)o1)N1CCN(c2ccc(N3CCOCC3)nn2)CC1	14
79	Cc1nc(NCC2CCCO2)nc2c1C(=O)CC(C)C2 (configuration not stated)	-20
80	CC1=C(C(=O)OC2CCCCCC2)C(c2ccc(C)o2)C2=C(CCCC2=O)N1 (configuration not stated)	-3
81	Cc1ccc(Cl)c(Nc2ccccc2C(=O)O)c1Cl	-2
82	COc1ccc(Cn2c(=O)oc3ccc(C)cc32)cc1OC	-9
83	Cc1ccc(-c2cc(C(=O)NCc3ccc4c(c3)OCO4)no2)cc1	-10
84	COc1ccc(S(=O)(=O)N(C)CC(=O)Nc2ccccc2SC)cc1Cl	-16
85	C=CCn1c(C)cc(C(=O)CSc2nc3ccccc3o2)c1C	-1
86	CNC(=O)CN(c1ccc(OC)cc1)S(=O)(=O)c1ccc(F)cc1	-10
87	Cc1onc(-c2ccccc2)c1C(=O)Nc1nnc(-c2ccncc2)s1	-18
88	Cn1c(=O)c2ncn(CC(=O)NCCOc3ccc(C(C)(C)C)cc3)c2n(C)c1=O	2
89	Cc1cccc(C)c1NC(=O)N1CCN(C2CCCCC2)CC1	16
90	O=C(NC1(C(F)(F)F)C(=O)Nc2c1c(=O)[nH]c(=O)n2Cc1ccco1)C1CCCCC1 (configuration not stated)	-1

nr	Compound	Ecoli WT growth
91	CC(C)C(NC(=O)c1ccccc1)C(=O)NCc1ccccn1 (configuration not stated)	-19
92	CCC(=O)N1C(=O)CCN(C(C)=O)c2ccccc21	2
93	CC(=O)Nc1ccc(C(=O)CS(=O)(=O)c2ccc(C)cc2)cc1	2
94	O=c1[nH]c2cc3c(cc2cc1C(c1nnnn1Cc1ccccc1)N1CCCc2ccccc21)OCO3 (configuration not stated)	1
95	COc1ccc(N(CC(=O)Nc2ccc3c(c2)OCO3)S(=O)(=O)c2c(C)nn(C)c2C)cc1	-4
96	CCOC(=O)N1CCC(NC(=O)c2cnn3cccnc23)CC1	-16
97	Cc1ccc2[nH]c3c(c2c1)CN(C(=O)CN1CCN(c2cccc(C)c2C)CC1)CC3	4
98	O=C(N1CCCCCC1)N1CCN(S(=O)(=O)N2CCOCC2)CC1	-22
99	CC1CCCc2sc3nc(NCc4ccco4)n4ncnc4c3c21 (configuration not stated)	0
100	CC(C(=O)N1CC2(C)CC1CC(C)(C)C2)N1C(=O)c2ccccc2C1=O (configuration not stated)	-3
101	Cc1cc(C)nc(SCC(=O)NC2=NC(=O)C(C)S2)n1 (configuration not stated)	-13
102	O=C(O)c1ccc(CSc2nnnn2C2CCCCC2)cc1	-22
103	c1cncc(-c2nnc(SCCSc3nnc(-c4cccnc4)o3)o2)c1	-3
104	Cc1nn(Cc2ccccc2)c(C)c1CCC(=O)O	-10
105	Cn1c(C(=O)N2CCN(C(=O)c3ccco3)CC2)cc2c(=O)n3ccccc3nc21	11

nr	Compound	Ecoli WT growth
106	COc1ccc2c(c1)c(=O)oc1cc(OCC(=O)NC3CC3)ccc12	-19
107	Cc1nnc(SCCC(=O)Nc2nc(-c3ccccc3)ns2)s1	-9
108	COC(=O)c1c(NS(=O)(=O)c2cccs2)sc2c1CCCC2	-10
109	CS(=O)(=O)N(CC(=O)N1CCN(c2ccccc2F)CC1)c1ccc2c(c1)OCCO2	-19
110	CN(C)S(=O)(=O)c1ccc2c(c1)C(CC(=O)O)OC2=O (configuration not stated)	-1
111	CC(C)C1Nc2ccc(S(N)(=O)=O)cc2C2C=CCC21 (configuration not stated)	5
112	CCOC(=O)C1CCCN(S(=O)(=O)c2ccc(C)cc2)C1 (configuration not stated)	-1
113	CCN(CC(=O)Nc1ccc(OC)c(OC)c1)S(=O)(=O)c1ccc(C)cc1	-9
114	O=C1CCCCCN1CSc1nc2ccccc2s1	-4
115	CCOC(=O)C1CCCN(S(=O)(=O)c2cc(OCC(N)=O)c(C)cc2Cl)C1 (configuration not stated)	-9
116	CC(C)[N+]1(C)[C@@H]2CC[C@H]1CC(OC(=O)C(CO)c1ccccc1)C2 (some centres not stated)	-6
117	O=C(c1ccncc1)c1ccc(N2CCN(C3CC(=O)N(Cc4ccccc4)C3=O)CC2)cc1 (configuration not stated)	-11
118	FC(F)(F)c1nnc2sc(-c3cccs3)nn12	1
119	O=C(NC1CCCC1)c1ccc2nc[nH]c2c1	-1
120	Cc1c(C(C)NC(=O)Nc2ccc(F)cc2F)cnn1C (configuration not stated)	-8

nr	Compound	Ecoli WT growth
121	CSc1nnc2n(CCc3ccccc3)c(=O)c3c4c(sc3n12)CCCC4	-6
122	O=C(O)CCC(=O)Nc1ccc(S(=O)(=O)Nc2nccs2)cc1	5
123	O=S(=O)(NCCc1ccncc1)c1cc(Br)ccc1F	-5
124	O=C(Nc1ccccc1)N(CCN1CCOCC1)Cc1ccccc1F	-2
125	Cc1ccc(CNc2ccc3c(c2)OCO3)c(C)c1	-12
126	O=S(=O)(c1ccccc1)N1CCN(S(=O)(=O)c2ccccc2)C1	7
